MazEF act = activators of E. coli MazEF toxin-antitoxin RNase, primary screen, biochemical, fluorescence, uHTS; Endoribonuclease toxin MazF (Escherichia coli (strain K12)), P0AE70; FAM/BHQ RNA-DNA oligo cleavage fluorescence, 5 h; activation, % at 20 µM; hit rate 0.32% among 350,000; in the data active = activation above about 50%
Target sequence (P0AE70 whole entry, looked up): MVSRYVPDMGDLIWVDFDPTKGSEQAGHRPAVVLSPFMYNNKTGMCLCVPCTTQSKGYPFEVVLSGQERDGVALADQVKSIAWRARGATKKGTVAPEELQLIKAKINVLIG
DUSP3 inh = VHR1 phosphatase inhibitors, primary screen, biochemical, absorbance, uHTS | Dual specificity protein phosphatase 3 (Homo sapiens), P51452 | recombinant VHR phosphatase, pNPP absorbance | inhibition, % at 13.3 µM | hit rate 0.52% among 290,000; in the data active = inhibition above about 50%; also: some compounds called inactive have numbers as strong as hits
Target sequence (P51452 whole entry, looked up): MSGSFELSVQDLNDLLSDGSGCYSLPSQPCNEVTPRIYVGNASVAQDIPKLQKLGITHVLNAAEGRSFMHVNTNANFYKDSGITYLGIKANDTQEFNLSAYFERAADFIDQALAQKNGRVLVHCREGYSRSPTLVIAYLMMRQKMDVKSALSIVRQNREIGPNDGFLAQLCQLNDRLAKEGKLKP
Anthrax LF prot = Bacillus anthracis LF protease inhibitors, primary screen, biochemical, multiplex microsphere, MLPCN library | Lethal factor (Bacillus anthracis), P15917 | multiplex microsphere protease cleavage assay | inhibition, % at 10 µM | hit rate 0.12% among 360,000; in the data active = inhibition above about 30%; inconclusive = no clear call, values can overlap the other calls; also: plate controls were buffer without enzyme for full effect and enzyme alone for no effect
Rv3671c inh = Rv3671c serine protease inhibitors, primary screen, biochemical, fluorescence polarization, M. tuberculosis H37Rv; P9WHR9; hit rate 0.048% among 320,000; AID 2606, 2010; inhibition, % at 5.96 µM; in the data active = inhibition above about 38%;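 also: extracellular domain of Rv3671c used as enzyme; 0% = enzyme with DMSO and 100% = no enzyme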
Target sequence (P9WHR9 whole entry, looked up, the tested form may be a part): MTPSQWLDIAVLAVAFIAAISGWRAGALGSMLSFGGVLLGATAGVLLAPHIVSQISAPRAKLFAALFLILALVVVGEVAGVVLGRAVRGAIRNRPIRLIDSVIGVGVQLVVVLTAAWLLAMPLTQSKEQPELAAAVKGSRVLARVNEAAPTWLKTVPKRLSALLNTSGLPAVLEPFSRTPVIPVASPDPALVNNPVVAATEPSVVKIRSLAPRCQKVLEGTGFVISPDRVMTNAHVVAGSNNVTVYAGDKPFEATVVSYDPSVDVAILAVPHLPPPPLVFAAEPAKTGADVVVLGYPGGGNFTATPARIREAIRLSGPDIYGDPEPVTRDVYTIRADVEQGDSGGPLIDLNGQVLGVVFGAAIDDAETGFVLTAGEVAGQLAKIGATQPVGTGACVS
SARS 3CLpro inh = SARS-CoV 3CLpro protease inhibitors, primary screen, biochemical, quenched FRET; recombinant SARS-CoV 3CLpro, quenched FRET peptide cleavage; inhibition, % at 6 µM; hit rate 0.14% among 290,000; AID 1706, 2009; Replicase polyprotein 1ab (Severe acute respiratory syndrome coronavirus), P0C6X7; in the data active = inhibition above about 12%
Y pestis TopoI = Yersinia pestis topoisomerase I inhibitors, primary screen, biochemical, cleavage product accumulation, plate reader, single point | DNA topoisomerase I (Yersinia pestis CO92) | Y. pestis Topo-I cleavage product accumulation | activity, % at 10 µM | hit rate 0.064% among 360,000 | AID 504884, 2011; in the data active = activity above about 50%, passing the limit was not always enough; inconclusive = no clear call, values can overlap the other calls; also: inactives centre near 2
PfHsp40 yeast = rescue of yeast from PfHsp40 toxicity, primary screen, S. cerevisiae, ATP luminescence; S. cerevisiae expressing PfHsp40, growth rescue; growth rescue, % at 12.5 µM; hit rate 0.68% among 340,000; AID 504582, 2011; in the data active = growth rescue above about 28%, passing the limit was not always enough; inconclusive = no clear call, values can overlap the other calls;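 also: yeast W303a lacking pdr1 and pdr3 grown in galactose medium; growth measured after three days at 30 °C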
SSB-PriA inh = inhibitors of Klebsiella pneumoniae PriA binding to SSB C-terminal tail, primary screen, biochemical, AlphaScreen; inhibition, % at 33 µM; AlphaScreen SSBct-PriA binding, biotinylated peptide; hit rate 0.6% among 430,000; in the data active = inhibition mostly above about 37%, no sharp cut-off; inactive = mostly below about 20%;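 also: plate controls were negative control peptide for no effect and reference peptide for full effect; strong numbers were not always called active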
Vc quorum ag = inducers of Vibrio cholerae quorum light production without autoinducers, primary screen, BH1578 luxS cqsA deficient, single point | V. cholerae BH1578 lux reporter, luminescence, 6 h | activation, % at 18.7 µM | hit rate 0.16% among 350,000 | AID 588436, 2011; in the data active = activation mostly above about 9.7%, no sharp cut-off; inconclusive = no clear call, values can overlap the other calls; inactive = mostly below about 3.7%; also: not every result past the cut was called active; inactives centre near 0; reference of the scale not given here
TcdB GH inh = TcdB glycohydrolase inhibitors, primary screen, biochemical, single point, plate reader; Toxin B (Clostridioides difficile), P18177; inhibition, % at 9.99 µM; hit rate 0.24% among 350,000; TcdB glycohydrolase enzymatic assay; in the data active = inhibition above about 10%
Starred values were filed as active, the others as inactive; i = inactive; ? = inconclusive; . = not tested or not shown; & = joins results of further samples. This is a subset; count on the stated rates, not on these rows.

SMILES	MazEF act	DUSP3 inh	Anthrax LF prot	Rv3671c inh	SARS 3CLpro inh	Y pestis TopoI	PfHsp40 yeast	SSB-PriA inh	Vc quorum ag	TcdB GH inh
O=C(NC1CC2CCC(C1)N2Cc1nnnn1Cc1ccco1)NC12CC3CC(CC(C3)C1)C2 (centres undefined)	-5	31	-3	-6	4	9	-0.6	-5	4.3	.
COc1ccc(NC(=O)COC(=O)[C@@H]2CCCN2C(=O)c2cccs2)c(OC)c1	8	-23	2	6	3	4	-0.1	-3	.	.
CC1CN(c2nc(-c3ccccc3)nnc2-c2ccccc2)CC(C)O1 (centres undefined)	-2	33	.	2	-2	9	0.6	0	i	.
COc1ccc(N2C(=O)C3CCCN3C2c2ccc(C)o2)cc1 (centres undefined)	-2	-1	-2	0	6	-8	1.1	-10	0.9	-3.7
CC(=O)O[C@@H]1CC[C@]2(C)C3CC[C@]4(C)C(=O)[C@H](O)CC4C3[C@@H](OC(C)=O)C[C@H]2C1 (some centres undefined)	7	.	2	0	.	-7	0.4	-14	2.9	1.5
CCOc1ccc(C(=O)Nc2ccccc2C(=O)O)cc1	6	15	-4	2	9	9	-1.3	-8	-0.5	6.7
C[C@H](CO)N1C[C@H](C)[C@@H](CN(C)S(=O)(=O)c2ccc(F)cc2)Oc2c(NC(=O)NC3CCCCC3)cccc2C1=O	5	.	0	5	.	17	-1.2	8	1.2	0.9&1.0
COC(=O)c1ccc(CSc2ccc3nnc(-c4ccccn4)n3n2)o1	5	16	2	4	-2	7	0.1	32	.	-0.4
O=C(CCN1CCCCC1)c1ccc2c(c1)OCCO2	-19	18	-3	-6	-2	-7	0.2	-1	-0.4	.
O=C(Cn1cncn1)N1CCN(c2ccc(F)cc2)CC1	-2	13	-1	-1	-1	7	-3.6	-4	-0.6	1.3
Cc1ccc(N(CCC#N)C(=O)COC(=O)c2ccccc2SCC(=O)N2CCCC2)cc1	9	.	-1	-9	.	22	-0.9	0	i	-5.0
NC(=O)N1OCC2COc3ccc4ccccc4c3C21 (centres undefined)	3	-8	-1	3	-2	-2	-1.8	-27	-0.3	.
Cc1ccc(Nc2nc(-c3cccnc3)cs2)cc1Cl	14	16	-4	2	-3	-10	-0.3	-11	-0.4	-1.1
COCCNC(=O)CS(=O)Cc1nc(-c2ccccc2C)oc1C (centres undefined)	-6	12	0	-7	5	13	0.3	1	-0.3	1.8
COc1ccc(NS(=O)(=O)c2ccc(C)c(C(=O)N3CC(C)OC(C)C3)c2)cc1 (centres undefined)	2	.	3	6	.	1	-0.1	3	i	0.9
CC[C@]12c3[nH]c4ccc(OC)cc4c3CCN1C(=O)C(CC(=O)NCCCN(C)C)C[C@@H]2C(=O)N1CCN(C(=O)c2ccco2)CC1 (some centres undefined)	3	.	-10	.	.	1	-1.9	15	-0.7	-9.7
COC(=O)C(Cc1ccccc1)NC(=O)CCNC(=O)c1ccc(Br)cc1 (centres undefined)	-1	5	-2	-11	-2	-9	0.3	-6	-0.3	0.1
O=C(c1cnc2nc3ccccc3n2c1)c1cc(F)ccc1O	-28	8	-3	-2	1	7	0.6	-2	-0.2	3.2
COc1cccc(C2(C#N)CCN(C)CC2)c1	-4	8	-1	-2	4	5	0.5	-5	-0.3	0.4
Cc1cc(C)cc(NC2=NCCCS2)c1	-20	7	-6	-1	-3	0	1.4	-8	0.5	1.2
CN(CC(=O)Nc1ccc(F)cc1)C(=O)CN1C(=O)NC(CCc2ccccc2)C1=O (centres undefined)	1	.	2	.	.	-4	.	.	i	0.4
CC(=O)N1CCN(c2ccc(N=Cc3c(O)n(-c4ccc(Cl)cc4)c(=O)[nH]c3=O)cc2)CC1	5	-12	-3	2	2	3	-0.5	4	-2.2	.
CN(C)C(=O)CSc1nnc(-c2ccc(S(=O)(=O)N3CCCC3)cc2)n1C	-25	-3	-2	6	2	-1	0.2	-10	-0.3	1.8
C=CCn1c(CNc2ccccc2)nnc1SCC(=O)N/N=C/c1ccccc1O	12	21	-1	7	4	15	1.3	.	2.2	.
CCOC(=O)CSc1nnc(NC(=O)c2ccco2)s1	3	25	3	9	2	4	-1.1	4&-9	-0.6	1.3
O=C(NCCCN1C(=O)c2ccccc2C1=O)OCc1ccccc1	7	.	-4	.	.	23	-1.0	-7	i	2.4
Cn1c(N)c(C(=O)COC(=O)CSc2ccc(Cl)cc2)c(=O)n(C)c1=O	-1	0	0	-4	-4	4	-0.1	-13	-1.4	.
CCc1nc2c(OCc3ccc(Cl)cc3Cl)cccn2c1N(C=O)Cc1ccc(OC)cc1	.	.	-4	.	.	16	.	.	-0.8	-0.5
NC(=O)c1cc(Cl)ccc1OCC(=O)N1CCCc2ccccc21	13	31	-2	-12	-2	21	-0.4	0	-6.2	-0.7
Cn1c(=O)c2nncnc2n(C)c1=O	0	3	-1	1	-1	-5	-0.7	-12	-0.2	.
COCCN(Cc1cc2cccc(C)c2[nH]c1=O)C(=O)c1ccccc1	3	9	9	4	-3	2	1.2	-21	i	.
COCCCNC(=O)CC(NS(=O)(=O)c1ccc(Cl)cc1)c1ccc(OC)cc1 (centres undefined)	0	6	-1	3	-1	1	-0.5	-6	i	.
Cc1ccc(S(=O)(=O)Cn2nnnc2C(C(C)C)N2CCN(C(=O)c3ccco3)CC2)cc1 (centres undefined)	6	.	2	-4	-3	19	0.1	-21	-0.3	.
COc1ccc(/C=C/C(=O)O/N=C(\N)c2cccnc2)cc1OC	-5	7	0	5	3	1	0.3	i	-0.7	0.6
CCC1=Nc2cc(C(=O)NCCN3CCOCC3)ccc2Sc2ccc(Br)cc21	1	23	-1	-12	-4	23	0.8	1	-12	-0.3
COC(=O)CCc1c(C)[nH]c(=S)[nH]c1=O	0	-22	-4	-1	1	1	-1.3	-17	-1.7	.
Cc1ccc(C(=O)CSc2nsc(C)c2C#N)cc1	-6	-9	0	-4	4	-5	-0.5	-36	-0.2	.
COc1ccc(OC)c(N=Nc2c(O)c3ccccc3[nH]c2=O)c1	-1	.	-2	.	.	-7	0.8	-9	10	1.1
Cc1ncc(S(=O)(=O)c2ccc(Cl)cc2)c(-c2ccccc2)n1	1	-7	10	-1	-1	-3	2.2	-13	i	.
CC(NC(=O)c1cc(Br)ccc1Cl)c1ccccc1 (centres undefined)	5	25	6	3	0	5	-1.3	-15	0.4	1.3
O=c1ccnc(NCCc2ccccc2)[nH]1	7	16	-6	6	0	4	-1.7	-16	i	.
CSCCC(/C(O)=C(\C#N)c1nc2ccccc2[nH]1)N1C(=O)c2ccccc2C1=O (centres undefined)	-3	32	-2	6	3	10	-0.8	.	-0.3	.
COc1ccc2nc(SCC(=O)Nc3cc(C)on3)c(C#N)cc2c1	10	-4	-2	5	-4	-5	-1.2	5	-0.3	-0.6
Cc1ccc(OCc2ccc(C(=O)NCc3cccnc3)cc2)cc1C	-6	26	0	3	1	35	2.5	0	-0.3	1.4
COc1cccc(NC(=O)CN2C(=O)COc3ccc(S(=O)(=O)N4CCC(C)CC4)cc32)c1	-1	7	1	-21	8	10	-1.4	2	1.1	0.3
CCN1CCN(CCc2nc3cc(NC(=O)COc4ccccc4)ccc3n2C)CC1	8	15	-2	0	1	3	-0.9	6	-0.2	1.5
Cc1cc(C)c(NC(=O)CSc2nnc(-c3ccncc3)n2Cc2ccco2)c(Cl)c1	3	4	-5	-10	0	-10	-0.2	-3	-0.4	.
O=C(Nc1c(C(=O)N2CCOCC2)cnn1-c1ccccc1)c1ccc(F)cc1	6	2	.	-11	4	-5	?	-3	i	1.7
CC1CCN(S(=O)(=O)c2ccc3c(ccn3CCC(=O)N3CCCCC3)c2)CC1	-34	1	-3	-1	0	31	0.0	-9	i	-0.2
COc1ccccc1/C=C(\NC(=O)c1ccc(OC)c(OC)c1)C(=O)Nc1cc([N+](=O)[O-])ccc1C	4	-7	-1	-16	0	11	-0.1	3	0.2	-0.2
CC(C)(C)c1ccc(OCCCC(=O)Nc2nnc(C3CC3)s2)cc1	1	.	5	.	.	1	.	.	-0.6	-0.6
Cn1cc(C(=O)NCc2cccs2)c(=O)c2cc(S(=O)(=O)N3CCCC3)ccc21	-5	-6	-3	-4	4	15	0.8	7	-0.3	0.2
CC(C)(C)c1ccc(S(=O)(=O)CCc2ccccn2)cc1	-1	16	-3	10	3	0	0.7	-7	i	.
CC(Oc1ccc(C(=O)c2ccc(F)cc2)cc1)C(=O)N1CCOCC1 (centres undefined)	4	.	-1	8	.	-3	-0.8	-5	-0.9	-1.6
CCC(=O)N1CCN(CCN=CC2=C(O)CC(c3ccc(OC)cc3)CC2=O)CC1 (centres undefined)	6	-2	-2	0	1	7	0.6	-12	-0.3	0.7
Cc1cc(OC(=O)Cc2cccc3ccccc23)c([N+](=O)[O-])c(=O)[nH]1	0	3	0	-2	2	0	-1.5	-8	-0.7	.
COc1ccc(C2CC(c3cccs3)=NN2c2nc(C)c(C(C)=O)s2)cc1OC (centres undefined)	-4	8	19	.	2	-12	-0.7	3	-0.2	1.6
Cc1ccc(OCc2nnc(SCC(=O)Nc3ncc(C)s3)o2)cc1	0	13	-7	-2	0	7	-1.8	-7	-0.5	-1.2
Cc1cc(C)c(S(=O)(=O)/N=C2/C=C(Sc3ncn[nH]3)C(=O)c3ccccc32)cc1C	-2	67	-4	-180	5	-10	1.5	.	-3.3	.
COc1cc(-c2nnc(-c3ccco3)o2)ccc1OCc1ccccc1	-10	13	-5	-3	4	4	1.9	-20	-0.7	.
C/C(=N\Nc1ccccc1C)c1cccnc1	0	-9	1	5	2	6	-1.2	.	-0.6	0.2
CC[C@]12c3[nH]c4cc(-c5ccco5)ccc4c3CCN1C(=O)[C@@H](CC(=O)NCCC1=CCCCC1)C[C@@H]2C(=O)N1CCN(C(=O)C2CC2)CC1	4	.	-5	.	.	41	0.0	-3	-0.7	1.6
COc1ccc(-c2nn(CCC#N)cc2/C=N/O)cc1OC	0	12	-6	1	5	5	0.5	.	i	1.8

A draw from above in order of SMILES length, largest number first:
SMILES	MazEF act	DUSP3 inh	Anthrax LF prot	Rv3671c inh	SARS 3CLpro inh	Y pestis TopoI	PfHsp40 yeast	SSB-PriA inh	Vc quorum ag	TcdB GH inh
CC[C@]12c3[nH]c4cc(-c5ccco5)ccc4c3CCN1C(=O)[C@@H](CC(=O)NCCC1=CCCCC1)C[C@@H]2C(=O)N1CCN(C(=O)C2CC2)CC1	4	.	-5	.	.	41	0.0	-3	-0.7	1.6
CC1CCN(S(=O)(=O)c2ccc3c(ccn3CCC(=O)N3CCCCC3)c2)CC1	-34	1	-3	-1	0	31	0.0	-9	i	-0.2
CC(Oc1ccc(C(=O)c2ccc(F)cc2)cc1)C(=O)N1CCOCC1 (centres undefined)	4	.	-1	8	.	-3	-0.8	-5	-0.9	-1.6
CC(C)(C)c1ccc(OCCCC(=O)Nc2nnc(C3CC3)s2)cc1	1	.	5	.	.	1	.	.	-0.6	-0.6
CC(C)(C)c1ccc(S(=O)(=O)CCc2ccccn2)cc1	-1	16	-3	10	3	0	0.7	-7	i	.
COc1ccc(-c2nn(CCC#N)cc2/C=N/O)cc1OC	0	12	-6	1	5	5	0.5	.	i	1.8
